Apoferritin bind: binds horse apoferritin like a general anesthetic; P02791; apoferritin/1-aminoanthracene competitive binding, fluorescence; Potency, µM (series often up to 77.5 µM), for inactives: at the top dose activity change, negative = displacement, usual class: inhibitors; hit rate 0.074% among 350,000; AID 485281; further: potency means the concentration at half of the fitted maximal effect; on the % scale 0 is the no-effect control and ±100 the full control effect; nearly all actives have a fitted effect of over 20% in size
Target sequence (P02791 2-175 limits assumed): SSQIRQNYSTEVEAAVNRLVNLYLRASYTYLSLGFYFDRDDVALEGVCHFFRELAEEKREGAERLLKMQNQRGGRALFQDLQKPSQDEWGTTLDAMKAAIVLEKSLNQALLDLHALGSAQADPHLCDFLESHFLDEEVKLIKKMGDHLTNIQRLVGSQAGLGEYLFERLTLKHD
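Horse-spleen apoferritin (10 uM) in 50% saturated 1-aminoanthracene in PBS was incubated 10 min at room temperature with compound. Fluorescence (ex 380, em 535 nm) was normalized to free and bound 1-AMA, with concentration-response fitted by a four-parameter Hill equation.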
Pol kappa inh: inhibitors of human DNA polymerase kappa. purified Pol kappa, fluorescent DNA synthesis assay, 10 min. AID 588579. Potency, µM (doses to about 107 µM), without a hit: top-dose activity, negative = inhibition, hits mostly inhibitors. hit rate 0.53% among 400,000. Q9UBT6; further: potency means the concentration at half of the fitted maximal effect; on the % scale 0 is the no-effect control and ±100 the full control effect
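Activity was followed as the change in fluorescence between reads at 0 and 10 min after starting the reaction with 50 nM substrate. Beforehand, 10 nM polymerase had been preincubated with compound for 15 min at room temperature.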
RXFP1 antag: RXFP1 (human) relaxin receptor antagonism | activity change, negative = inhibition, % at 57.5 µM | AID 1259400 | Q9HBX9 | HEK293-RXFP1, relaxin-stimulated cAMP HTRF, 30 min; stronger effect = lower value | hit rate 0.59% among 350,000;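 active means activity change of -60% or lower, but not beyond a set lower limit; inconclusive means change between -60% and -40%, or beyond the set limit; inactive means change above -40%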; further: on the % scale 0 is the no-effect control and ±100 the full control effect
APEX1 inh: inhibitors of human APE1 endonuclease | hit rate 0.35% among 350,000 | P27695 | Potency, µM (doses to about 65.8 µM), inactives show at the highest dose activity change, negative = inhibition, usual class: inhibitors | recombinant APE1, TAMRA/BHQ-2 abasic DNA cleavage fluorescence;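 further: potency means the concentration at half of the fitted maximal effect; plate controls were vehicle for no effect and reference inhibitor for full effect; nearly all actives have a fitted effect of over 55% in size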
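Enzyme (0.75 nM final) and test compound are incubated 15 min at room temperature before adding 50 nM quenched THF abasic-site duplex. Cleavage dequenches TAMRA, followed at 525/598 nm over three reads one minute apart.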
POLB inh: inhibitors of human DNA polymerase beta; Pol beta primer extension/strand displacement, fluorescence kinetic; Potency, µM (highest dose often 114 µM), without a hit: at the highest dose activity change, negative = inhibition, actives largely listed as inhibitors; P06746; hit rate 1.3% among 340,000; further: potency means the concentration at half of the fitted maximal effect; on the % scale 0 is the no-effect control and ±100 the full control effect
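Enzyme-only controls used 10 nM Pol beta; buffer lacking enzyme served as negative control. Compound preincubated 15 min, then 50 nM substrate added; 0 and 10 min reads at room temperature.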
PGK inhibitor: blocks T. brucei phosphoglycerate kinase. P07378. PGK/GAPDH coupled, Kinase-Glo luminescence, 60 min. Potency, µM (highest dose often 57.5 µM), for inactives: top-dose activity change, negative = inhibition, hits mostly inhibitors. hit rate 0.043% among 380,000; further: potency means the concentration at half of the fitted maximal effect; on the % scale 0 is the no-effect control and ±100 the full control effect; nearly all actives have a fitted effect of over 60% in size
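Recombinant glycosomal PGK reaction used 1,3-bisphosphoglycerate generated in-well by GAPDH (100nM final) in 100mM TEA pH 7.6, 5mM MgCl2, 0.01% Tween-20. After 60 minutes at room temperature, ATP was read by Kinase-Glo Plus luminescence end-point.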
BLM inh: Bloom syndrome helicase (human) inhibition; P54132; recombinant BLM DNA unwinding, fluorescence dequenching; Potency, µM (series often up to 56.1 µM), for inactives: top-dose activity change, negative = inhibition, actives largely listed as inhibitors; hit rate 0.2% among 350,000;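 further: potency means the concentration at half of the fitted maximal effect; plate controls were vehicle for no effect and no enzyme for full effect; nearly all actives have a fitted effect of over 35% in size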
POLH inh: blocks human DNA polymerase eta activity; Q9Y253; recombinant Pol eta, fluorescent DNA replication assay; Potency, µM (highest dose often 114 µM), for the others: at the top dose activity change, negative = inhibition, actives largely listed as inhibitors; hit rate 1.2% among 390,000; AID 588591; further: potency means the concentration at half of the fitted maximal effect; on the % scale 0 is the no-effect control and ±100 the full control effect
Target sequence (Q9Y253 whole entry, looked up): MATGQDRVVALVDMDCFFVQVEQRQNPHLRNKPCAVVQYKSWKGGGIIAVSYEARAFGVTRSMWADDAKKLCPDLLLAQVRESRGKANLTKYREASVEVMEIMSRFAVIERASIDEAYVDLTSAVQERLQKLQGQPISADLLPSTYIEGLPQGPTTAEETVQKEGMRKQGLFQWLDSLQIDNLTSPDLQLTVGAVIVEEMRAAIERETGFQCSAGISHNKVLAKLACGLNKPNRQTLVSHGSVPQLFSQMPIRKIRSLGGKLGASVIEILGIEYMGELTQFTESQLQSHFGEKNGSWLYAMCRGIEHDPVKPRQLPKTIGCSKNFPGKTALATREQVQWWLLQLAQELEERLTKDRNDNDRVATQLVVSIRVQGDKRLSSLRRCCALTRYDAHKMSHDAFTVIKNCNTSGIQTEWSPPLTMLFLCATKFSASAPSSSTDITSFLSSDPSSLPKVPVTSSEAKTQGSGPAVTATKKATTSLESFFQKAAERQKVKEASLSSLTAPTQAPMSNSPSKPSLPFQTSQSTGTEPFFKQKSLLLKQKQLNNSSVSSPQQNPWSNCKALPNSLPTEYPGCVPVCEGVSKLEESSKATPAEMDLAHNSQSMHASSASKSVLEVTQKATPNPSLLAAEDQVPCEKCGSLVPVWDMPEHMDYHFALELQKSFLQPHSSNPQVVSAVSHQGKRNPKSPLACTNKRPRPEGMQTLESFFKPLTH
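Pol eta (10 nM) was preincubated with compounds for 15 min at room temperature, after which fluorescent replication substrate (50 nM final) was added to start the reaction. Fluorescence was read kinetically at 0 and 10 min.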
Pol iota inh: DNA polymerase iota (human) inhibition; Q9UNA4; Pol iota fluorescent replication assay, 10 min; Potency, µM (titrated, usually from 115 µM), for the others: top-dose activity, negative = inhibition, usual class: inhibitors; AID 588590; hit rate 1% among 390,000; further: potency means the concentration at half of the fitted maximal effect
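Pol iota at 10 nM preincubated 15 min with compounds at room temperature; reaction started with fluorescent substrate, 50 nM final. Fluorescence read kinetically at 0 and 10 min; buffer-only wells as negative control.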
* marks the source's active call; other numbers are inactive results; i = inactive; ? = inconclusive; · = not tested or not shown; [ ] = remark or other dose. Unless noted, the call rests on the fitted dose curve; in most records, active means well fitted curve in the direction sought with a large enough effect; inconclusive means small, poorly fitted or top-dose-only effect, or another doubt; inactive means no such curve, though single readings can be large; an effect the other way counts as inactive or inconclusive. These rows are one share of the data; count on the stated rates, not on these rows.

Fields: Apoferritin bind, POLH inh, Pol iota inh, APEX1 inh, POLB inh, Pol kappa inh, RXFP1 antag, PGK inhibitor, BLM inh
O=C(CSc1nn(-c2ccc(F)cc2)c(=S)s1)NC(=O)NCc1ccco1
 : -23%, 2%, ?, ?, 45µM*, -4%, -5, ·, -16%
COc1ccc(C)cc1S(=O)(=O)N1CCC(C(=O)N2CCN(C)CC2)CC1
 : -2%, -10%, 6%, 10%, 31%, 3%, -13, i, 3%
COc1cc(NC(=O)COC(=O)/C=C/c2c(C)nn(C3CCS(=O)(=O)C3)c2Cl)cc(OC)c1OC (stereo not given)
 : -17%, -5%, 4%, 6%, 31%, -3%, -2, -7%, -12%
COc1ccc(/C=C/CN2CCC(Oc3ccc(C(=O)N4CCCCC4)cc3)CC2)cc1
 : -13%, -11%, 20%, 12%, -8%, -9%, -13, -4%, -3%
O=C(Cc1ccc(NC(=O)C2CCN(C(=O)C3CCCC3)CC2)cc1)Nc1cccc(C(=O)N2CCCCC2)c1
 : ·, -16%, 5%, ·, ·, -3%, ·, -5%, ·
O=C(CN1C(=O)COc2ccccc21)N(CCCN1CCOCC1)CC1CC=CCC1 (stereo not given)
 : -9%, -5%, -1%[58.9 µM], 26%, 4%, -17%, 1, -6%, 1%
Cc1nc2ccccc2c(=O)n1-c1ccc(F)c(NS(=O)(=O)c2ccccc2F)c1
 : ·, -18%, 2%, 25%, ·, -9%, -1, 4%, ·
Cc1ccccc1C(=O)NC(CC(C)C)C(=O)Nc1ccc(S(N)(=O)=O)cc1 (stereo not given)
 : -5%, 8%, 6%, -3%, -25%, -1%, 1, -7%, -2%
c1ccc2[nH]c(N3CCOCC3)nc2c1
 : -7%, -4%, 0%, 14%, 28%, -9%, -18, -1%, -2%
C#CCOCCOCCOCCNc1nc(N2CCOCC2)nc(N2CCN(C(=O)[C@H](Cc3ccc(O)cc3)n3cc([C@@H](N)CC(C)C)nn3)CC2)n1
 : -10%, -16%, 14%, ?, -23%, 0%, ·, 1%, 2%
CCOc1ccc(CNC(=O)C2Cc3cc(S(=O)(=O)N4CCCCC4)ccc3N2C(C)=O)cc1 (stereo not given)
 : -15%, -8%, ?, 30%[activator], 2%, -3%, 11, -9%, -2%
Nc1ccc2nc3n(c(=O)c2c1)CCC3
 : 0%, -6%, -21%, 0%, 1%, -2%, ·, -6%, 3%
CS(=O)(=O)N(CCc1ccccc1)CC(=O)Nc1ccc(OCc2ccccc2)cc1
 : 17%, 0%, 0%, -3%, ?, -4%, -2, -5%, 1%
COC(=O)c1ccc2c(=O)n(CC3CCCO3)c(SCC(=O)Nc3ccccc3OC)nc2c1 (stereo not given)
 : -19%, -18%, 17%, -3%, 1%, -3%, 3, -6%, -2%
CC(CC(=O)Nc1ccc(C(N)=O)cc1)c1ccccc1 (stereo not given)
 : -12%, -10%, 7%, 13%, 66%, -10%, -11, -6%, 1%
CN1CCN(C2(CNC(=O)c3ccc(C(C)(C)C)cc3)CCCCC2)CC1
 : 0%, -11%, 8%, ·, -3%, -10%, -18, -4%, -2%
Cc1cc(C(=O)CSc2nnc(C3COc4ccccc4O3)n2C)c(C)n1-c1ccc(F)cc1 (stereo not given)
 : 3%, -17%, ?, 13%, 4%, -12%, -3, -5%, -15%
Cc1ccc(Cl)cc1NC(=S)N/N=C/c1cccc2ccccc12
 : -1%, -4%, -9%, 2%, -15%, -10%, -10, -7%, -8%
C#CCNc1nc(C(C)C)nc2c1nnn2Cc1ccccc1F
 : 0%, -16%, 8%, -2%, -23%, -11%, -5, 1%, -4%
COc1ccc(C2(C)NC(=O)N(CC(=O)NC3(C#N)CCCCC3)C2=O)cc1 (stereo not given)
 : -20%, -11%, -15%, 19%, 28%, 7%, -1, -7%, 0%
O=C(NCCC1=CCCCC1)C1CCN(C(=O)c2ccc(Cl)cc2)CC1
 : -13%, 2%, 14%, 0%, 9%, -1%, -9, ·, -1%
COc1ccc(CN(CCC#N)C(=S)NC(=O)c2ccccc2)cc1
 : -17%, 4%, 4%, -2%, 13%, -12%, -6, -6%, -2%
CCC(C(=O)NCCc1cc(OC)ccc1OC)n1nc(C)c2sc3ccccc3c2c1=O (stereo not given)
 : -2%, -20%, 7%, ·, 3%, -20%, -29, i, -8%
O=C(CCc1nc2sc3c(c2c(=O)[nH]1)CCCC3)N1CCN(c2ccccc2)CC1
 : ·, 79µM*, 45µM*, -8%, ·, ?, -9, 10%, ·
COC(CNS(=O)(=O)c1cc2c3c(c1)CCN3C(=O)CC2)OC
 : -11%, -9%, 16%, -6%, ?, -6%, 13, 4%, -3%
Cc1ccc(-n2c3nc(=O)[nH]c(=O)c-3cc3c(Cl)cccc32)cc1
 : 178%[activator], ?, 47%[activator], ·, 1%, 4%, 3, -12%, -2%
COC(=O)c1ccccc1NC(=O)CN(C)S(=O)(=O)c1ccc(OC)c(C)c1
 : -17%, -4%, 14%, 0%, 2%, -21%, 5, -9%, -2%
COc1nc(N(C)C)nc(-n2nnc(C(C)=O)c2C)n1
 : -10%, 0%, 7%, 2%, 19%, 2%, 7, -1%, -1%
Cc1ccc(S(=O)(=O)Nc2cc(C(=O)N3CCOCC3)ccc2N2CCCCC2)cc1
 : -10%, -18%, 11%, -2%, 25%, -4%, 8, -1%, -3%
O=C(COC(=O)/C=C/c1cccc(F)c1)NC(=O)NC1CCCC1
 : ·, -13%, 1%, 13%, ·, -12%, -26, i, ·

3 compounds out of the list above, arranged by their value in RXFP1 antag, lowest first.
SMILES | POLH inh | Pol iota inh | APEX1 inh | POLB inh | Pol kappa inh | RXFP1 antag | PGK inhibitor | BLM inh
CCC(C(=O)NCCc1cc(OC)ccc1OC)n1nc(C)c2sc3ccccc3c2c1=O (stereo not given) | -20% | 7% | · | 3% | -20% | -29 | i | -8%
CN1CCN(C2(CNC(=O)c3ccc(C(C)(C)C)cc3)CCCCC2)CC1 | -11% | 8% | · | -3% | -10% | -18 | -4% | -2%
COc1ccc(CN(CCC#N)C(=S)NC(=O)c2ccccc2)cc1 | 4% | 4% | -2% | 13% | -12% | -6 | -6% | -2%

Compounds above containing a cyano group, in the order listed:
Fields: Apoferritin bind, POLH inh, Pol iota inh, APEX1 inh, POLB inh, Pol kappa inh, RXFP1 antag, PGK inhibitor, BLM inh
COc1ccc(C2(C)NC(=O)N(CC(=O)NC3(C#N)CCCCC3)C2=O)cc1 (stereo not given)
 : -20%, -11%, -15%, 19%, 28%, 7%, -1, -7%, 0%
COc1ccc(CN(CCC#N)C(=S)NC(=O)c2ccccc2)cc1
 : -17%, 4%, 4%, -2%, 13%, -12%, -6, -6%, -2%

The main list resumes, repeating the two entries before the break.
Fields: Apoferritin bind, POLH inh, Pol iota inh, APEX1 inh, POLB inh, Pol kappa inh, RXFP1 antag, PGK inhibitor, BLM inh
Cc1ccc(S(=O)(=O)Nc2cc(C(=O)N3CCOCC3)ccc2N2CCCCC2)cc1
 : -10%, -18%, 11%, -2%, 25%, -4%, 8, -1%, -3%
O=C(COC(=O)/C=C/c1cccc(F)c1)NC(=O)NC1CCCC1
 : ·, -13%, 1%, 13%, ·, -12%, -26, i, ·
Cc1nn(CC(=O)NNC(=S)Nc2ccccc2)c(C)c1[N+](=O)[O-]
 : -8%, -2%, 6%, -5%, -3%, -4%, 9, 1%, -1%
Cc1cc(NC(=O)CSc2n[nH]c(=O)[nH]c2=O)ccc1Br
 : -12%, -4%, -1%, 0%, -8%, -17%, 5, i, -4%
COc1ccc(OCCCC(=O)OC(C)C(=O)Nc2cccc(C(C)=O)c2)cc1 (stereo not given)
 : -15%, -11%, -14%, 1%, 3%, -17%, -1, i, 1%
COc1cc2c(cc1OC)C(c1ccccc1)N(S(C)(=O)=O)CC2 (stereo not given)
 : -2%, -6%, 34%[activator], -2%, 23%, 9%, -7, -10%, -5%
Cc1nc(NC(=O)c2ccccc2)sc1C1(C)CC(c2ccccc2F)=NO1 (stereo not given)
 : -23%, -7%, ?, 1%, -25%, -6%, ·, -6%, 1%
CCOC(=O)N1CCN(C(=O)CN(C2CCCCC2)S(=O)(=O)c2ccc(C)cc2)CC1
 : -13%, -9%, 8%, 10%, -3%, -7%, -10, -5%, -1%
O=C(Nc1cc(S(=O)(=O)N2CCCCC2)ccc1N1CCCCC1)c1ccncc1
 : -5%, -21%, 47%[activator], 0%, 8%, -14%, -1, -7%, -3%
Cc1cc(CNC(=O)CCc2nnc(CCCc3ccccc3)o2)nn1C
 : -10%, -8%, 15%, 1%, ?, -1%, 4, -7%, -3%
COc1cccc(C(=O)NCCSCc2ccccc2Cl)c1
 : -18%, -9%, 9%, 12%, 1%, -13%, 5, 2%, -2%
Cc1cc(C)c2[nH]c(=O)c(C(c3nnnn3C3CCCC3)N3CCOCC3)cc2c1 (stereo not given)
 : -6%, ·, ·, 1%, 25%, ·, ·, ·, -2%
CCCOc1ccc(/C=N/O)cc1
 : -19%, 0%, 14%, 19%, 11%, -4%, 5, -4%, -4%
NS(=O)(=O)c1ccc(CCNC(=O)CCC2COc3ccccc3O2)cc1 (stereo not given)
 : -3%, -6%, 3%, 6%, -10%, -9%, -7, -2%, 2%
CCOC(=O)CSc1nc2cc(C)cc(C)c2cc1C#N
 : -19%, -4%, 4%, -1%, 20%, -18%, 6, -2%, -3%
Cc1cc2cc(CNC(=O)NC3CCCCC3)ccc2n1C
 : -13%, -12%, -10%, 9%, ?, -7%, ·, -4%, -5%

3 compounds picked at random from the list so far:
Fields: Apoferritin bind, POLH inh, Pol iota inh, APEX1 inh, POLB inh, Pol kappa inh, RXFP1 antag, PGK inhibitor, BLM inh
CCCOc1ccc(/C=N/O)cc1
 : -19%, 0%, 14%, 19%, 11%, -4%, 5, -4%, -4%
COc1cccc(C(=O)NCCSCc2ccccc2Cl)c1
 : -18%, -9%, 9%, 12%, 1%, -13%, 5, 2%, -2%
Cc1nn(CC(=O)NNC(=S)Nc2ccccc2)c(C)c1[N+](=O)[O-]
 : -8%, -2%, 6%, -5%, -3%, -4%, 9, 1%, -1%

Screens deposited in PubChem BioAssay by National Center for Advancing Translational Sciences (NCATS).
